SENP8 inh = human SENP8 protease inhibitors, primary screen, biochemical, fluorescence, Nedd8 protein substrate, uHTS; recombinant SENP8; inhibition, % at 20 µM; 360,000 compounds, 0.64% hits; AID 602440, 2012; in the data active means inhibition mostly above about 40%, no sharp cut-off; inactive means mostly below about 27%
SENP1 FRET inh = human SENP1 catalytic domain inhibitors, primary screen, biochemical, FRET, uHTS; recombinant SENP1 catalytic domain, CyPet-SUMO1-YPet FRET cleavage; inhibition, % at 10 µM; 360,000 compounds, 0.21% hits; AID 624204, 2012;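 active means inhibition at least 30% at 10 µM, raw YFP signal under a set limit, fluorescence ratio 0.5 to 1.5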;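 further: 0% = enzyme with DMSO and 100% = no enzyme wells; some results filed as inactive read as strong as hits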
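Compound: 10 µM single point, 0.5% DMSO; Test system: hSENP1 catalytic domain, recombinant; Timing: 50 min reaction at room temperature; Technique: FRET, CFP and YFP emission; Control set: no-enzyme wells low, DMSO-plus-enzyme wells high control.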
Starred values were filed as active, the others as inactive; i = inactive.

SENP1 FRET inh,SENP8 inh,canonical_smiles
-21.5,-421.5,Cc1ccc(-c2cc3nc(-c4ccccc4)cc(N4CCOCC4)n3n2)cc1
0.2,15.5,CCOC(=O)C1CN(Cc2ccccc2)C(=O)C1=O (configuration not stated)
1.5,18.9,COC(=O)[C@@]12C[C@@H](CC(=O)NCCC(C)C)C(=O)N(Cc3ccccc3)C1=CCC(C)(C)C2
-0.9,-403.0,N#Cc1cccc(N2[C@@H](Cc3cc4ccccc4n3Cc3ccccc3)COC[C@H]2Cc2ccc3ccccc3c2)c1
0.0,4.6,CC(=O)c1cccc(NC(=O)C2Cc3c(-c4cccc(F)c4)ccnc3O2)c1 (configuration not stated)
1.4,14.2,Cc1cc(C)c(C(=O)CC(=O)c2cccnc2)c(C)c1
3.5,-355.3,CN(C)c1ccc(C=NNC(=O)c2cccc3ccccc23)c(Cl)c1
2.6,13.4,CC(C)n1nnnc1C1c2ccccc2C(=O)N1CCCn1ccnc1 (configuration not stated)
3.0,12.0,Cc1n[nH]c(=O)n(N=Cc2cccs2)c1=O
-0.1,10.5,CC1(C(=O)Nc2ccc3c(c2)OCO3)CCN1C(=O)Cc1ccc(-c2ccccc2)cc1 (configuration not stated)
-0.7,-5.9,CCCCCC(=O)N1C[C@@H](n2cc(COC(=O)c3ccccc3)nn2)[C@H](O)C[C@@H]1c1ccc(Cl)cc1
1.1,17.1,COCCn1c(SCC(=O)N2CCCC2=O)nnc1-c1ccncc1

In the list so far, these contain sulfur:
SENP1 FRET inh,SENP8 inh,canonical_smiles
3.0,12.0,Cc1n[nH]c(=O)n(N=Cc2cccs2)c1=O
1.1,17.1,COCCn1c(SCC(=O)N2CCCC2=O)nnc1-c1ccncc1

Next compounds follow:
SENP1 FRET inh,SENP8 inh,canonical_smiles
1.0,11.7,CCc1nc2c(OCc3ccccc3C)cccn2c1N(C)C(=O)C(C)C
-1.4,25.8,O=C(/C=C/[C@H]1O[C@@H](n2ccc(=O)[nH]c2=O)[C@H](O)[C@@H]1O)NC(c1ccccc1)c1ccccc1
-0.6,0.1,CN(C(=O)CCl)C1CCCc2ccccc21 (configuration not stated)
0.8,13.9,Cc1cccc(C)c1NC(=O)CN(C)CCc1ccccc1
-0.6,10.2,Cc1ccc(S(=O)(=O)N2C[C@H]3[C@H]4C(=O)N(Cc5ccccc5)C(=O)[C@H]4CC(=O)[C@H]3[C@@H]2c2ccccc2Cl)cc1
1.3,6.9,CC(C)CNC(=S)N1CCC(C(=O)c2ccc(Cl)cc2)CC1
0.1,-27.3,CCCCN(CCCC)S(=O)(=O)c1ccc(NC(=O)c2ccc([N+](=O)[O-])cc2Cl)cc1
-0.5,-491.5,C#Cc1cccc(Nc2nc(NCc3ccccc3OC)nc3ccsc23)c1
2.8,4.4,O=C1NC(=O)C(Cc2ccc(O)cc2)N1 (configuration not stated)
-77.0,-94.3,N#CC(=C(O)COC(=O)Cc1c[nH]c2ccccc12)c1nc2ccccc2[nH]1
0.8,9.3,COc1cccc(C(=O)C(=O)c2cccc(OC)c2OC)c1OC
1.4,-21.7,COCc1cccc(-c2csc(C(NC(C)=O)c3cccc(F)c3)n2)c1 (configuration not stated)

(listing goes on)
SENP1 FRET inh,SENP8 inh,canonical_smiles
2.3,23.0,COc1ccc(OC)c(NC(=O)C2(C)CCN2C(=O)C2(c3ccccc3)CCCC2)c1 (configuration not stated)
-0.5,10.9,CCCNC(=O)C1(C)CCCN(Cc2ccc(Oc3ccccc3)cc2)C1 (configuration not stated)
2.5,14.7,CCOC(=O)C1=C(COC(=O)Cc2ccccc2[N+](=O)[O-])NC(=O)NC1C (configuration not stated)
1.2,23.9,COc1ccc(Cl)cc1CN1C(=O)C(Cc2ccccc2)ON=C1C (configuration not stated)
1.6,13.2,C[C@H]1CN([C@@H](C)CO)C(=O)Cc2cc(NC(=O)Nc3ccccc3)ccc2O[C@H]1CN(C)Cc1ccccc1
1.6,12.6,CC(C)(C)c1ccc(CC(=O)N2CCC2(C)C(=O)NS(=O)(=O)c2cccc(F)c2)cc1 (configuration not stated)
2.9,1.5,CCOc1ccc(CCNC(=O)COC(=O)c2[nH]c(C)c(C(C)=O)c2C)cc1OCC
1.1,49.4*,Cc1[nH][nH]c(=O)c1C(c1ccc(-c2ccccc2C(=O)O)o1)c1c(C)[nH][nH]c1=O
2.4,8.8,CCNC(COC(=O)c1ccc([N+](=O)[O-])cc1)C1CCCCC1 (configuration not stated)
1.4,29.5,CC1(C(=O)NS(=O)(=O)Cc2cccc(Cl)c2)CCN1C(=O)Cc1cccs1 (configuration not stated)
1.4,i,COCCNc1nc(Nc2ccc(C#N)cc2)c2sccc2n1
-0.2,16.5,Cn1c2ccccc2c(=O)c2c(=O)n(-c3ccc(F)cc3)c(C3CCCCC3)nc21

Continuation:
SENP1 FRET inh,SENP8 inh,canonical_smiles
1.1,19.0,COc1cc(OC)c(NS(=O)(=O)c2cc(C(=O)NCCCN3CCOCC3)ccc2C)cc1Cl
-3.1,-472.6,CCOC(=O)Cc1ccc(Nc2nc3cc(-c4sccc4C)sc3c(=O)n2C)cc1
0.0,16.6,CCCc1c(C(=O)N/N=C/c2ccoc2)nnn1-c1nonc1N
1.3,20.9,CC1(C(=O)NS(=O)(=O)c2cccc(C#N)c2)CCN1C(=O)Cc1ccc(-c2ccccc2)cc1 (configuration not stated)
0.6,27.7,CC(=O)Nc1nnc([N+](=O)[O-])s1
1.5,22.8,O=C(/C=C/[C@H]1O[C@@H](n2cnc3c(NC(=O)c4ccccc4)ncnc32)[C@H](O)[C@@H]1O)NCCc1ccc(F)cc1
1.4,14.2,CC1(C)OC2OC3C(CN)OC(c4ccccc4)OC3C2O1 (configuration not stated)
-27.0,-23.6,Cc1cc(NC(=O)c2cc3ccccc3o2)no1
-1.3,24.0,COc1ccc(C(=O)N2CCC2(C)C(=O)NC(C)C)c(OC)c1 (configuration not stated)
-0.6,0.0,CC1(C(=O)NCC2CC2)Cc2c(-c3cccc(C(F)(F)F)c3)ccnc2O1 (configuration not stated)
0.2,11.5,CCOC(=O)C1(C)CCN1C(=O)c1cc(OC)ccc1Br (configuration not stated)
1.3,17.7,CC1(C(=O)NS(=O)(=O)c2ccc(Br)cc2)CCN1C(=O)CCc1ccccc1 (configuration not stated)

Continued:
SENP1 FRET inh,SENP8 inh,canonical_smiles
-0.8,-1.5,COc1ccc(S(=O)(=O)N(C)C[C@@H]2OCc3cnnn3CCCC(=O)N([C@@H](C)CO)C[C@H]2C)cc1
-0.4,-9.6,C[N+](C)(C)CCC(=O)N1C/C(=C/c2ccccc2)C(=O)/C(=C\c2ccccc2)C1
-1.7,2.2,CCCCn1c(N)c(N(CC(C)C)C(=O)c2cc(Br)c(Br)s2)c(=O)[nH]c1=O
-6.6,-238.0,CCOC(=O)c1c(NC(=O)c2ccc(-n3cnnn3)cc2)sc2c1CCCC2
-1.1,-114.3,COc1ccc(CCC(=O)N2c3ccccc3N=C(c3ccc4c(c3)OCO4)C2C(=O)NCc2ccccc2)cc1 (configuration not stated)
1.4,8.3,O=C(Cc1cccc(NC(=O)C2CCN(C(=O)C3CCCCC3)CC2)c1)Nc1cccc(C(=O)N2CCCCC2)c1
-0.1,29.2,Cc1cc([N+](=O)[O-])c2ccccc2c1NS(=O)(=O)c1ccccc1
-1.2,1.4,COC(=O)[C@]1(Sc2ccccc2)CC(=O)N[C@@H]1c1ccccc1
1.4,-1.2,O=C(C=Cc1ccccc1)Nc1ccccc1
0.1,15.1,COc1ccc(NC(=O)c2nc[nH]c2C(=O)N(C)CCO)cc1
-5.5,-0.2,CCOc1cccc(C2C(C(=O)c3ccc(C)o3)=C(O)C(=O)N2c2nnc(C)s2)c1 (configuration not stated)
10.9,-200.5,Fc1cccc(Cc2c(-c3cccc(Cl)c3)nc3ccc(Cl)cn23)c1

Later entries:
SENP1 FRET inh,SENP8 inh,canonical_smiles
1.8,16.4,O=C(CCc1c[nH]c2ccccc12)N1CCN(S(=O)(=O)c2ccc([N+](=O)[O-])cc2)CC1
-0.4,9.2,Cc1ccc(C)c(NC(=O)CN2C(=O)C3CC=CCC3C2=O)c1 (configuration not stated)
1.6,6.4,O=C(NCCOc1ccccc1)N1[C@H]2CC[C@@H]1C=C(c1ccc(F)cc1OCc1ccccc1)C2
-0.4,18.7,COc1ccc(C(c2nnnn2C(C)(C)C)N2CCN(c3nc4ccccc4s3)CC2)cc1OC (configuration not stated)
-12.1,-406.4,COc1cccc(C2=Cc3ccc(F)cc3C(CC(C)=O)N2c2ccc(-c3cncnc3)cc2)c1 (configuration not stated)
-2.3,26.8,O=C1/C(=C/c2ccco2)SC(=S)N1c1cccnc1
1.5,8.5,COc1ccc(Cl)cc1Nc1nc(Cl)nc(NCCO)n1
-0.7,9.9,COC(=O)[C@]12CCCCC=C1N(Cc1ccc3c(c1)OCO3)C(=O)[C@H](CC(=O)NCc1cccc(C(F)(F)F)c1)C2
-2.8,5.0,Cc1ccc(-c2cnc(C(O)c3cc(F)cc(Cl)c3)[nH]2)cc1 (configuration not stated)
-34.3,-477.5,COc1ccc(C2C3=C(CCCC3=O)N(CC(=O)O)C3=C2C(=O)CCC3)cc1Br
1.4,-1.0,Cc1noc(C)c1COc1ccccc1C(=O)NC(C)c1ccc(F)cc1 (configuration not stated)
-0.1,18.0,CC1=CNC(=O)CC(C)(C)C1

Additional results.
SENP1 FRET inh,SENP8 inh,canonical_smiles
0.3,-475.2,O=C(Nc1cccc2ccccc12)ON=C1CCCCC1
4.8,4.0,Cc1ccc(S(=O)(=O)N2C[C@H]3n4c(=O)ccc(=O)n4C[C@H](OC(=O)NCc4ccco4)[C@@]3(O)C2)cc1
-11.2,5.8,O=[N+]([O-])c1cc2c(cc1/C=N/n1c(-c3ccccn3)n[nH]c1=S)OCO2
0.1,10.6,O=S(=O)(Cc1ccccc1)NC1c2ccccc2Oc2ccccc21
-1.3,6.3,CC1=CC(Cc2ccccc2)N(C)C(C(N)=O)C1 (configuration not stated)
-3.2,16.9,CCN1C(=O)[C@H]2[C@@H](c3ccc(C(F)(F)F)cc3)N[C@]3(CCCN(CC4CCCCC4)C3=O)[C@H]2C1=O
-0.3,15.4,Cc1ccccc1CNC(=O)c1ccc2sc([C@H]3C[C@H](O)[C@@H](CO)O3)nc2c1
-48.0,-319.3,COc1ccc(C#Cc2ccc3c(c2)O[C@H](CN(C)C(C)=O)[C@H](C)CN([C@@H](C)CO)S3(=O)=O)cc1
0.9,15.9,N#Cc1ccccc1S(=O)(=O)N1CCN(C(=O)CN(Cc2ccco2)Cc2cccs2)CC1
-0.9,16.1,COc1ccc(NC(=O)c2cc(-c3cc(C)cs3)[nH]n2)cc1OC
0.9,9.4,COc1ccc(C(CNC(=O)c2cccc(NS(=O)(=O)c3ccccc3)c2)N2CCCC2)cc1 (configuration not stated)
32.4,21.0,COC1C=COC2(C)Oc3c(C)c(O)c4c(O)c(c(CN5CCN(C)CC5)c(O)c4c3C2=O)NC(=O)C(C)=CC=CC(C)C(O)C(C)C(O)C(C)C(OC(C)=O)C1C (configuration not stated)

Next results follow:
SENP1 FRET inh,SENP8 inh,canonical_smiles
1.2,38.7,O=C(CCCN1C(=O)/C(=C/c2ccc(F)cc2)SC1=S)Nc1ccc(C(=O)O)cc1
2.3,-491.6,CN(C)CCNc1nc(-c2ccccc2F)c2sccc2n1
-10.3,-382.6,CC(=O)Nc1cc(-c2ccc(C(=O)NC3CC3)cc2)cn2c(-c3ccc(F)c(Cl)c3)cnc12
0.1,3.7,CCOC(=O)C1(Cc2ccccc2)CCCCCC1=O (configuration not stated)
2.3,26.4,Cc1nc2c(OCCN3C(=O)c4ccccc4C3=O)cccn2c1N(C)C(=O)CCC1CCCC1
-1.2,9.8,O=C(Nc1ccc2nc(C(F)(F)F)[nH]c2c1)[C@@H]1O[C@H](CO)[C@@H](O)[C@H]1O
-2.3,-4.6,Cc1ccc(Cc2c(-c3cccc(Cl)c3)nc3cc(C)c(Br)c(C)n23)cc1
-23.0,4.5,COc1cc(CN2CCC(C(=O)NC(c3ccc(-c4ccccc4)cc3)c3cnccn3)CC2)cc(OC)c1 (configuration not stated)
-8.6,-24.8,COc1ccccc1Cc1c(C2CCCCC2)nc2ccc(Br)cn12
4.3,-221.4,COc1ccc(S(=O)(=O)N(CCCN2CCCC2=O)Cc2cc3cc(C)c(C)cc3[nH]c2=O)cc1
-1.4,-18.1,CC1(Cc2ccccc2Cl)C(=O)Nc2ccc(OC(F)(F)F)cc21 (configuration not stated)
1.1,7.0,O=C(Nc1ccc2c(c1)OCO2)c1csc([C@H]2C[C@H](O)[C@@H](CO)O2)n1

Entries of single compounds, quoted from the list.
COCc1cccc(-c2csc(C(NC(C)=O)c3cccc(F)c3)n2)c1 (configuration not stated) is listed as SENP1 FRET inh: 1.4; SENP8 inh: -21.7
CCCc1c(C(=O)N/N=C/c2ccoc2)nnn1-c1nonc1N is listed as SENP1 FRET inh: 0.0; SENP8 inh: 16.6
CCNC(COC(=O)c1ccc([N+](=O)[O-])cc1)C1CCCCC1 (configuration not stated) is listed as SENP1 FRET inh: 2.4; SENP8 inh: 8.8

Additional entries follow:
SENP1 FRET inh,SENP8 inh,canonical_smiles
1.5,-221.6,COc1ccc(-c2ccc3c(c2)c(Sc2ccccc2)c(-c2cc(OC)cc(OC)c2)n3C)cc1
-0.9,10.4,CC1=CC(C)(C)NC(=S)N1CCO
7.1,11.9,Cn1ccc2c(N3CCCCC3)cc3c(c21)C1CCC3O1 (configuration not stated)
-0.4,6.9,Cc1ccc2ccccc2c1C(O)c1ncc(-c2ccccc2)[nH]1 (configuration not stated)
1.7,-31.7,COc1cccc(NS(=O)(=O)c2ccc3[nH]cc(C(=O)NC4CC4)c(=O)c3c2)c1
-0.7,3.0,Cc1cc(Br)cn2c(Cc3ccccc3)c(-c3ccc(F)cc3)nc12
1.2,4.0,O=C1CC(C(=O)O)NC(=S)N1 (configuration not stated)
0.8,-34.7,O=C(CC1c2cc(F)ccc2C=C(c2ccsc2)N1c1ccc(C#CCCO)cc1)c1ccco1 (configuration not stated)

The list is partial, so the mix of outcomes need not match the whole.
